EP2 modulator: EP2 receptor modulators, cAMP readout, primary screen, cell-based, HTRF cAMP, PGE2 stimulation; AID 940, 2007; 260,000 compounds, 0.83% hits; induction, % at 25 µM; Prostaglandin E2 receptor EP2 subtype (Homo sapiens), P43116; EP2-expressing cells, cAMP HTRF FRET, PGE2 co-stimulation;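 active = compounds whose cAMP rise, as percent of the full-agonist control response, exceeds 60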;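 note: rat C6 glioma line stably carrying human EP2 under a CMV promoter; the protocol text gives 20 µM as final concentration; 100% = response of wells given 1 µM PGE2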
Target sequence (P43116 whole entry, looked up): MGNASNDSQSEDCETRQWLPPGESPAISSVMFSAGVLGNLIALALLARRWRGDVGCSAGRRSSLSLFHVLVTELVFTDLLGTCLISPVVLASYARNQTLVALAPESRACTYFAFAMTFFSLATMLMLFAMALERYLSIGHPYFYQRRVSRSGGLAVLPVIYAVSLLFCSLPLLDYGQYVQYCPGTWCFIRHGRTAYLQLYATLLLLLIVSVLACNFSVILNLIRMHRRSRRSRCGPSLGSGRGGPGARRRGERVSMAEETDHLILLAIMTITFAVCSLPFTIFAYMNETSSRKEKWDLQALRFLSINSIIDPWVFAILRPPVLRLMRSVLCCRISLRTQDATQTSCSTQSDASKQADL
* marks the source's active call; other numbers are inactive results; & = joins results of further samples. Only part of the results is shown; the hit share may differ from the screen's.

SMILES | EP2 modulator
COc1ccc(-c2nc3cnccn3c2NCc2ccco2)c(OC)c1 | -4.6
CC(C)(C)C(=O)Nc1ccc(S(=O)(=O)N2CCCC2)cc1 | -38.3
Cc1ccc2c(c1)nnn2C1CCN(CC(=O)Nc2cccc(F)c2)CC1 | -37.0
NC(=O)CSc1nc(-c2ccc(F)cc2)cs1 | -68.8
COC(=O)c1ccc(NC(=O)CSc2nnc(-c3cccs3)n2C)cc1 | -16.5
O=C(Nc1ccccc1)c1cc2n(n1)C(C(F)(F)F)CC(c1ccco1)N2 (stereo not drawn) | -68.1
CC(C)n1cc(NC(=O)[C@H]2C[C@@H](c3cccs3)NS(=O)(=O)N2C)cn1 | -21.1
COc1cc2[nH]c(=O)c(C(=O)NCc3ccco3)c(O)c2cc1OC | -7.0
COc1ccc(C(=O)CSc2nc(Cc3cccs3)nc3ccccc23)cc1 | 58.1
CCN1CCN(C(c2cc3cc(C)ccc3[nH]c2=O)c2nnnn2Cc2ccccc2)CC1 (stereo not drawn) | -13.2
CCc1cc2cc(C)c(C)cc2nc1SCC(=O)N1CC(=O)Nc2ccccc21 | 39.0
Cc1ccc2cc(CN(CCCN(C)C)C(=O)Nc3ccc(F)cc3)c(=O)[nH]c2c1C | -42.5
Cc1cc(NC(=O)C2C3C(=O)N(Cc4ccccc4F)C(C(=O)NC(C)(C)C)C34C=CC2(C)O4)no1 (stereo not drawn) | -15.3
COc1ccc2cc(C)c3nnc(SCC(=O)N4CCCC(C)C4)n3c2c1 (stereo not drawn) | -24.3
NCCCCN=C(N)N | -2.4&7.4
CCOc1ccc(C2C(C#N)=C(N)Oc3n[nH]c(C(C)(C)C)c32)cc1 (stereo not drawn) | -32.1
Cc1nc2ccc(C(=O)NC3CCN(Cc4cccc(F)c4)CC3)cc2[nH]1 | -57.2
COc1ccccc1CN(Cc1cc2cc(C)ccc2[nH]c1=O)C(=O)N(C)C | -16.1
COc1ccc2[nH]c(=O)c(CN(Cc3ccc(C)cc3)C(c3nnnn3C(C)(C)C)C(C)C)cc2c1 (stereo not drawn) | 50.9
CC(OC(=O)C1CC(=O)N(c2ccc(Br)cc2)C1)C(=O)c1ccccc1 (stereo not drawn) | -17.1
CCn1c(CNc2ccccc2Cl)n[nH]c1=S | -11.2
CC1CCCN(C(c2cccc(C(F)(F)F)c2)c2nnnn2C2CCCC2)C1 (stereo not drawn) | 52.3
Cc1cccc(CC(=O)N2CCc3c(nc(N4CCCC4)[nH]c3=O)C2)c1 | -35.9
Cn1c(=O)[nH]c(=O)c2c1nc(NCCCO)n2CCO | -34.2
COC(=O)C1=C(C(C)=O)C(c2ccc(F)cc2)n2nnnc2N1 (stereo not drawn) | -2.6
O=C(CC(=O)c1ccncc1)c1ccccc1 | 4.0
COCCSc1ccccc1C(=O)Nc1ccc(S(=O)(=O)N2CCCCC2)cc1 | -5.8
COC(=O)c1sc2ncn(Cc3cccc(Cl)c3)c(=O)c2c1C | -7.2
COCc1[nH]nc2c1C1(CCC(C(C)(C)C)CC1)C(C#N)=C(N)O2 (stereo not drawn) | -80.1
CNC(=O)C1C2C=CC3(O2)C1C(=O)N(Cc1cccs1)C3C(=O)NC1CCCCC1 (stereo not drawn) | -9.6

Gathered by group, the entries above with a Cl atom.
SMILES | EP2 modulator
CCn1c(CNc2ccccc2Cl)n[nH]c1=S | -11.2
COC(=O)c1sc2ncn(Cc3cccc(Cl)c3)c(=O)c2c1C | -7.2

(further entries)
SMILES | EP2 modulator
CNC(=O)CSc1nnc(-n2nc(C)cc2C)c2ccccc12 | -102.6
CC(C)CN(CC#N)CC(C)C | 12.1
CCc1nnc(NC(=O)CSc2nnc(-c3cccnc3)n2-c2ccccc2C)s1 | 22.1
CC1CCN(c2nc3c(c(=O)[nH]2)CCN(Cc2ccc(O)cc2)C3)CC1 | -35.1
CC(C)OCCCNC(=O)C1CCN(S(=O)(=O)c2cc(Cl)ccc2Cl)CC1 | -40.0
Cc1ccccc1NC(=O)CSc1nc(C2CC2)nc2sc3c(c12)CCCC3 | 35.4
O=C(CSc1nnc(-c2ccccc2F)o1)N1c2ccccc2CCc2ccccc21 | -2.8
COc1cccc(/C=C/C(=O)O)c1C(C)C | 19.0
CCOc1cc(CCC(=O)N2CCc3onc(-c4cccc(OC)c4)c3C2)on1 | -27.8
CCn1c(SCC(=O)Nc2ccc(C)c(C)c2)nnc1-c1ccco1 | -22.6
Cc1ccc2cc(CN(CCCO)C(c3nnnn3C(C)(C)C)C(C)C)c(=O)[nH]c2c1 (stereo not drawn) | 12.9
CCOc1ccc2[nH]c(=O)c(CN(Cc3ccccc3)C(=O)N(C)C)cc2c1 | -39.0
CCOc1ccc(N(CC(=O)N2CCC(C(N)=O)CC2)S(C)(=O)=O)cc1 | 4.7
N#Cc1c(-c2ccccc2)no[n+]1[O-] | 13.3
COc1ccc(NCc2nnc(SCC(=O)Nc3c(C)cccc3C)n2C)cc1 | -22.1

The final four compounds of the section above lead into the next:
SMILES | EP2 modulator
CCOc1ccc2[nH]c(=O)c(CN(Cc3ccccc3)C(=O)N(C)C)cc2c1 | -39.0
CCOc1ccc(N(CC(=O)N2CCC(C(N)=O)CC2)S(C)(=O)=O)cc1 | 4.7
N#Cc1c(-c2ccccc2)no[n+]1[O-] | 13.3
COc1ccc(NCc2nnc(SCC(=O)Nc3c(C)cccc3C)n2C)cc1 | -22.1
CCn1c(=O)oc2cc(S(=O)(=O)N3CCCN(C(C)=O)CC3)ccc21 | -12.2
CC(=O)NC(Cc1c[nH]c2ccccc12)C(=O)NCC(=O)O (stereo not drawn) | -1.7
COC(=O)c1c(NC(=O)Cn2nnc3ccccc32)sc2c1CCCC2 | 10.5
O=C(c1ccc2c(c1)OCO2)N1CCC(Nc2nc3c(c(=O)[nH]2)CCC3)CC1 | -16.0
COc1ccc(C2(NC(=O)c3sc(C)nc3C)CCCCC2)cc1 | -54.4
CCC(c1nnnn1C(C)(C)C)N(Cc1ccc(OC)cc1)Cc1cc2cc(C)ccc2[nH]c1=O (stereo not drawn) | 58.2
COCC(=O)N(Cc1ccc(OC)cc1)Cc1cc2cc(C)ccc2n2nnnc12 | -47.3
CC(C)/C(O)=C1/C(=O)O[C@@H](c2ccoc2)[C@]2(C)C(O)[C@@H](O)[C@@]34OC5(C)OC67CC(C)(C(O)[C@]6(O)[C@@H](O)[C@]3(O5)C12)[C@H](CC(=O)O)[C@]74C (stereo partly drawn) | 6.6
COc1ccc2oc(=O)c(-c3csc(NNC(=O)c4ccc(C)cc4)n3)cc2c1 | -16.0
C[N+]1(C)Cc2cc3ccc(Cl)cc3cc2C1 | -7.5
CCOCCCNC(=O)Cn1nc(CC)n2c(cc3occc32)c1=O | -8.8
CCOc1ccc(NC(=S)N(CCO)Cc2cc3cc4c(cc3[nH]c2=O)OCO4)cc1 | -80.2
Cc1cc2ccccc2n2c(=O)n(CCNC(=O)c3c(Cl)cnn3C)nc12 | -10.3
CCn1c(C(CC(C)C)NC(=O)C2CC2)nc2cccnc21 (stereo not drawn) | -5.0
CC1(C)C2CCC(C2)C1(C)NC(=O)Cn1nc(-c2cccs2)cc(N)c1=O (stereo not drawn) | -17.8
COC(=O)N1N=C(C)CC1(O)C(F)(F)F (stereo not drawn) | -27.8
CCOC(=O)Cc1csc(NC(=O)c2ccc(OCC)cc2)n1 | -58.4
O=c1[nH]c(CSc2ccc(Cl)cc2)nc2ccccc12 | 4.6
CC(C)(C)NC(=O)CN(C(=O)CNC(=O)c1cccs1)c1cccc(F)c1 | -2.6
COc1ccc(CCNC(=O)C2CCN(C(=O)c3ccc(Cl)cc3)CC2)cc1OC | -64.8
Cc1nc2c(c(=O)[nH]1)CCN(Cc1ccccc1)C2 | 5.9
COc1cc(NC(=S)NC(=O)c2oc3ccccc3c2C)ccc1NC(=O)c1ccco1 | -29.1
Cc1cc(-c2cn3c(C)c(C)nnc3n2)ccc1NC(=O)C1CCN(S(C)(=O)=O)CC1 | -33.5
C=CCn1c(Cc2ccc(OC)cc2)nnc1SCC(=O)NC1CCCCC1 | -34.6
COc1cc2nc(C3CCC3)n(NC(=O)c3c(F)cccc3F)c(=O)c2cc1OC | 18.5
Clc1ccc(-c2noc(CN3CCCCC3)n2)cc1 | -10.9
CCOc1cc(CCC(=O)N2CCc3c([nH]c4ccc(Cl)cc34)C2)on1 | -72.7
CCc1cc2ccccc2nc1SCC(=O)Nc1ccccc1Br | 65.9*
CC(C)(C)NCC(O)COc1cccc2[nH]c(=O)[nH]c12 (stereo not drawn) | 11.2
Cc1cccc(N2CCN(CC(=O)Nc3sc4c(c3C#N)CCCC4)CC2)c1C | 16.6
Cc1ccc2oc(C(=O)N3CCC4(CC3)NC(=O)c3cccnc3N4C)cc(=O)c2c1 | -12.1
O=S(=O)(c1ccccc1Br)N1CCC(c2nc3ccccc3s2)CC1 | -81.4
COc1ccc(N2CCN(Cn3nc4c5ccccc5ncn4c3=O)CC2)cc1 | -71.8
Cc1ccc(CN(CCCN2CCOCC2)Cc2ccoc2)o1 | 4.0
COC(C(=O)N1CCCC(c2ncncc2-c2cc(C)no2)C1)c1ccccc1 (stereo not drawn) | -25.0
C=C(C)Cn1c(N2CCC(C)CC2)nc2c1c(=O)[nH]c(=O)n2C | -6.9
O=C(Nc1cccc(Cl)c1)Nc1ncc(C(F)(F)F)cc1Cl | -37.7
COc1ccc2[nH]c(C)c(C(=O)O)c2c1 | -22.6
Cc1ncsc1C(=O)N1CCC[C@H](Cn2cc(C(=O)N3CCOCC3)nn2)C1 | -2.2
N#CCC(=O)Nc1ncc(Cc2ccccc2)s1 | -50.1
COc1ccc(-c2nnc(SCC(=O)N(Cc3ccccc3)C(C)(C)C)o2)c(OC)c1 | 6.7
CCOc1ccc(NC(=O)CN2CCC3(CC2)NC(=O)c2ccccc2O3)cc1 | 1.0
CCOc1cc(CN2CCC(O)(c3ccccc3F)CC2)ccc1OCC(N)=O | -40.7
Cc1cn(CC[C@H](N)C(=O)O)c(=O)[nH]c1=O | -1.0
Cn1c(SCC(=O)N2CCCCC2)nnc1-c1ccc(S(=O)(=O)N2CCCC2)cc1 | -16.8
CN1CC=C(/C=C/c2ccc(N(C)C)cc2)CC1 | -104.1
Cc1sc2ncn(C)c(=O)c2c1-c1ccc(F)cc1 | -11.4
CC(=O)Nc1ccccc1C=C1c2ccccc2-c2ccccc21 | 17.2
COCCNc1c(-c2cccc(OC)c2)nc2cnccn12 | -52.7
Cc1cccc2cc(C(c3nnnn3C(C)(C)C)N3CCCc4ccccc43)c(=O)[nH]c12 (stereo not drawn) | -87.7
Cc1cccc(NC(=S)N(CCCO)Cc2cc3cc(C)ccc3[nH]c2=O)c1 | -9.0
CC1CCc2c(sc(NC(=S)NC(=O)c3ccccc3F)c2C(N)=O)C1 (stereo not drawn) | -13.7
COc1ccc(-c2ocnc2C(=O)NC(C)CCc2ccco2)cc1 (stereo not drawn) | -61.5
O=C(O)[C@H]1CN(C(=O)CCc2ccco2)C[C@@H]1c1ccc(F)cc1 | 9.3
O=C(Cn1ccc2ccc(F)cc21)NCc1noc(-c2ccccc2)n1 | -33.6
CN1CCN(c2nc3c(c(=O)[nH]c(=O)n3C)n2Cc2ccccc2F)CC1 | -38.0
CC(=O)N1C(C(=O)O)Cc2c([nH]c3ccccc23)C1(C)C (stereo not drawn) | -21.9
COc1ccc(CC(=O)Nc2nc3c(s2)C(=O)CC(C)(C)C3)cc1 | -47.2
C#C[C@]1(O)CCC2C3CCC4=C(CCC(=O)C4)C3CC[C@@]21C (stereo partly drawn) | -24.8
Cc1cccc2c(=O)c(NC(=O)N3CCn4cnnc4C3)c[nH]c12 | -8.9
Going on with the list:
SMILES | EP2 modulator
O=C(C1CCCCC1)N1CCC[C@H]1Cn1nc(-c2cccs2)ccc1=O | -38.6
O=C1CCc2cc(S(=O)(=O)Nc3cccc(-c4ccc(F)cc4)c3)ccc2N1 | -86.3
CCOc1ccc(C(=O)Nc2nnc(C(CC)CC)s2)cc1OCC | -26.0
CC(C(=O)O)[C@H]1CCC2C3CC=C4C[C@@H](O)CC[C@]4(C)C3CC[C@@]21C (stereo partly drawn) | 17.9
C=CCn1c(SCC(=O)OCC)nc2sc3c(c2c1=O)CC(C)(C)OC3 | -18.3
CCn1c(SCC(=O)Nc2cccc3ccccc23)nnc1-c1ccccc1Br | -21.1
COc1ccc2c(c1)C=C(CN1CCc3c(nc(C)[nH]c3=O)C1)CO2 | -4.6
CCCOc1cccc(C2C(C(=O)c3ccco3)=C(O)C(=O)N2CCOC)c1 (stereo not drawn) | 13.9
Cc1ccccc1NC(=O)C(C)Sc1nnc(-c2ccncc2)n1CC1CCCO1 (stereo not drawn) | -0.1
Cc1ccc2c(c1)c1c3n2CCN(CC(O)CN2CCCC2)C3CCC1 (stereo not drawn) | -30.3
Cc1cc(OCc2nnc(SCC(=O)O)n2C)ccc1Cl | -6.9
Cc1cc(C(F)(F)F)c2c(NC/C=C/c3ccco3)n[nH]c2n1 | -92.2
NC(=O)C1CCN(C(=O)CSc2nc(O)cc(=O)[nH]2)CC1 | 19.6
COc1ccc(NC(=O)CSc2nc(-c3ccccc3)cc(C(F)(F)F)n2)c(OC)c1 | -71.4
N=c1n(CCN2CCOCC2)c2ccccc2n1CC(N)=O | -4.3

Sorted by heavy-atom count (falling): some entries from above.
SMILES | EP2 modulator
CCn1c(SCC(=O)Nc2cccc3ccccc23)nnc1-c1ccccc1Br | -21.1
O=C1CCc2cc(S(=O)(=O)Nc3cccc(-c4ccc(F)cc4)c3)ccc2N1 | -86.3
O=C(C1CCCCC1)N1CCC[C@H]1Cn1nc(-c2cccs2)ccc1=O | -38.6
COc1ccc2c(c1)C=C(CN1CCc3c(nc(C)[nH]c3=O)C1)CO2 | -4.6
Cc1cc(C(F)(F)F)c2c(NC/C=C/c3ccco3)n[nH]c2n1 | -92.2
N=c1n(CCN2CCOCC2)c2ccccc2n1CC(N)=O | -4.3
NC(=O)C1CCN(C(=O)CSc2nc(O)cc(=O)[nH]2)CC1 | 19.6

Shown as a hit in EP2 modulator (from the list above):
SMILES | EP2 modulator
CCc1cc2ccccc2nc1SCC(=O)Nc1ccccc1Br | 65.9*

Assay outcomes: PubChem BioAssay, Emory University Molecular Libraries Screening Center
